# Glyco luc inh: N-linked glycosylation inhibition; reporter increase, % at 12.5 µM; actives 0.23% (n = 360,000); D54 ERlucT glycosylation luciferase reporter, 24 h; percent of 100 nM tunicamycin response;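 active = mean luciferase reporter signal, scaled so untreated is 0 and the glycosylation-blocking control 100, at or above a set limit in every replicate; inconclusive = mean reaches the limit but not every replicate does; inactive = mean below the limit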;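 also: luciferase carries N-glycosylation sites so blocking glycosylation raises the light; 0% = median of neutral control wells and 100% = median of 100 nM tunicamycin wells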
# aDG glyco up: increases alpha dystroglycan glycosylation; Pro5-aDG cells, alpha-DG glycosylation AlphaScreen (IIH6); 0% Pro5, 100% B10-LARGE cell signal; activation, % at 10 µM; actives 0.22% (n = 360,000); AID 624168;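 active = activation of at least 8% versus controls, or a plate z-score of at least 8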;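 also: Pro5 are CHO cells carrying HIG-tagged alpha-DG that lacks glycosylation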
# MC4R antag cAMP: human MC4R antagonism in cAMP assay; P32245; MC4R-expressing cells, MTII-stimulated cAMP, LANCE TR-FRET; inhibition, % at 6.5 µM; actives 0.48% (n = 360,000);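 active = inhibition above its plate's cutoff, the mean of tested wells on that plate plus 3 SD, cut at about 29% in these data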;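 also: 0% = Melanotan II alone and 100% = Melanotan II plus saturating MCL0020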
#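 material = U2OS cells stably expressing human melanocortin 4 receptor (MC4R) | also added = Melanotan II challenge | dosing = single nominal compound dose of 6.5 µM | detection = TR-FRET with Eu-cAMP and labeled anti-cAMP, 671 nm | replication = singlicate | timing = compound 30 min, challenge 1 h, detection 1 h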
# Granule exo inh: blocks lytic granule exocytosis; TALL-104 LAMP-1 surface exposure, flow cytometry; cells stimulated with thapsigargin and PMA; inhibition, % at 10 µM; actives 0.66% (n = 360,000);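 active = inhibition above about 55%, limit read from the data; inconclusive = no clear call, values can overlap the other calls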
# NOD2 RIPK2 PPI: blocks binding of human NOD2 to RIPK2; actives 0.38% (n = 360,000); CHO BLA complementation NOD2-RIPK2, CCF4 ratio; inhibition, % at 4.98 µM; O43353; in the data active = inhibition above about 21%;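 also: 0% = vehicle only and 100% = reference blocker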
# ABHD5 PLIN5 PPI: ABHD5-PLIN5 protein interaction inhibition; Q00G26+Q8WTS1; Split G. princeps luciferase complementation, luminescence, 4 h; inhibition, % at 4 µM; actives 0.78% (n = 360,000);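 active = inhibition above the mean inhibition across every tested compound plus 3 SD, cut at about 22% in these data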;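 also: 0% = DMSO only wells and the 100% control is not disclosed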
# ABCB6 inh 2: human ABCB6 transporter inhibition; K562-ABCB6 porphyrin accumulation, flow cytometry, 1 h; hits give low values; fluorescence ratio to DMSO, % at 10 µM; actives 0.19% (n = 360,000); AID 602162;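 active = fluorescence ratio to DMSO below 75%, the collection mean minus 3 SD; inconclusive = too few cells collected in the well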;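 also: signal is porphyrin accumulated inside mitochondria; 100% equals median channel fluorescence of DMSO control wells; lower ratio means ABCB6 inhibition with less porphyrin fluorescence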
# Target sequence (Q9NP58 whole entry, looked up): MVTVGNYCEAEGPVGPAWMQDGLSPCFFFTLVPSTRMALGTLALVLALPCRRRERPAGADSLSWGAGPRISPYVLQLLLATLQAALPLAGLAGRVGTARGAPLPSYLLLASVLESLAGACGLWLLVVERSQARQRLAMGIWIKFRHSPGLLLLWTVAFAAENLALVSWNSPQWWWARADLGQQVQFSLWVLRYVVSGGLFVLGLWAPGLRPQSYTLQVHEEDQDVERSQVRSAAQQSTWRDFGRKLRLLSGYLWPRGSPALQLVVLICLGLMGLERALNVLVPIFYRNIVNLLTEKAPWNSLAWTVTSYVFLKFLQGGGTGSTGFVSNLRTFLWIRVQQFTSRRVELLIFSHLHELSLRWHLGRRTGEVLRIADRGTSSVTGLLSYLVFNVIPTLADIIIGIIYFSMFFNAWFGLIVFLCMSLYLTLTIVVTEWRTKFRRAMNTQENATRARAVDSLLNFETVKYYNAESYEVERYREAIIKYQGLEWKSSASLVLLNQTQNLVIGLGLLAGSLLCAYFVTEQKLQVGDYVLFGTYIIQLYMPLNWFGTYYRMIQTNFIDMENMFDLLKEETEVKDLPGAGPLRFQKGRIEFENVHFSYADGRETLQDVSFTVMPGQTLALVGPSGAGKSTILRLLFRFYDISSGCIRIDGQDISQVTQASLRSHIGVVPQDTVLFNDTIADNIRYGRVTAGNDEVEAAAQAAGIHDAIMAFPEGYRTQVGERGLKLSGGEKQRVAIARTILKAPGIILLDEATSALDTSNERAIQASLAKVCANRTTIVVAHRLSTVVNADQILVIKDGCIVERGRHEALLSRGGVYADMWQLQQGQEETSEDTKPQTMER
# TLR9-MyD88 block: blocks human TLR9 binding to MyD88. Q9NR96+Q99836. CHO BLA complementation TLR9-MyD88, CCF4 FRET ratio. inhibition, % at 4.98 µM. actives 0.21% (n = 340,000). AID 504734;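 active = inhibition above the mean over all tested compounds plus 3 SD, cut at about 21% in these data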;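 also: 0% = DMSO only wells and 100% = clavulanate BLA inhibitor control wells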
# MC4R ag barr: activates human MC4R beta-arrestin recruitment. U2OS MC4R beta-arrestin complementation, luminescence; percent of melanotan II response, DMSO zero. P32245. AID 540308. actives 0.98% (n = 360,000). activation, % at 8.9 µM;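 active = activation above a per-plate cutoff, the mean activation of sample wells on that plate plus 3 SD, cut at about 8% in these data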
# Vif imaging: blocks HIV Vif function; inhibition, % at 7.49 µM; actives 0.35% (n = 340,000); HEK293T cells, Vif self-association by quenched fluorescence, imaging, 24 h; in the data active = inhibition above about 50%, passing the limit was not always enough; inconclusive = no clear call, values can overlap the other calls; inactive = below about 31%; also: some results filed as inactive read as strong as hits
# Active calls of the source: *; ? = inconclusive; · = no result given.
SMILES,Glyco luc inh,aDG glyco up,MC4R antag cAMP,Granule exo inh,NOD2 RIPK2 PPI,ABHD5 PLIN5 PPI,ABCB6 inh 2,TLR9-MyD88 block,MC4R ag barr,Vif imaging
O=C(NCc1cccc(Cl)c1)c1ccncc1,0.3,0.3,6.5,-0.9,1.2,2.6,97.0,-7.8,-1.1,-13.6
O=C(O)CC1S/C(=N\N=C/c2ccccc2O)N(c2ccc(O)cc2)C1=O (configuration not stated),1.5,-0.2,4.1,1.1,-9.4,1.0,102.0,6.3,-0.9,0.0
Cc1nn(-c2ncc(C(F)(F)F)cc2Cl)c(=O)n1-c1c(F)cccc1F,0.9,-0.2,15.3,0.4,7.4,1.9,94.0,6.9,0.5,-19.5
CC(C)c1ccc(/C=C/C(=O)NCCCc2ccccc2)cc1,-1.0,0.2,5.5,-1.2,-12.5,-3.1,97.0,1.3,0.9,-11.3
CCC(C(=O)Nc1cnccn1)c1ccccc1 (configuration not stated),-2.1,0.3,-5.7,0.4,3.7,-2.6,106.0,2.5,0.1,5.5
Cc1ccccc1S(=O)(=O)N1C(c2ccc(Cl)cc2)CC=C(C(=O)O)C1c1cccc(Cl)c1 (configuration not stated),·,-0.1,·,-1.7,-10.4,-5.3,·,·,·,·
COc1ccc(NC(=O)C2CCCN2C(=O)NC2CCCCC2)cc1OC (configuration not stated),0.1,-0.1,-6.1,2.5,-5.8,-1.9,99.0,-14.8,3.5,0.2
CCc1ccc(NC(=O)c2ccnc(C(C)(C)C)c2)cc1,-1.0,-0.2,1.3,-5.8,2.6,-1.0,100.0,5.5,-0.1,5.5
O=C(CNC(=O)c1ccccc1)OCCCOC(=O)CNC(=O)c1ccccc1,1.5,-0.1,3.1,-3.9,9.5,-0.8,99.0,-7.0,-3.6,21.8
CC(OC(=O)C1=NNC(=O)CC1)C(=O)Nc1ncc(Cl)cc1Cl (configuration not stated),-0.4,0.0,-11.8,-8.3,-9.4,-2.3,91.0,-3.5,-1.9,-0.7
CC1=Nc2cc(C(=O)N3CCCCC3)ccc2Sc2ccc(C)cc21,-1.4,-0.1,5.5,6.6,3.6,-3.1,94.0,-3.2,-0.7,6.7
CCc1nc2ccccc2c(C(=O)OCCN2C(=O)c3ccccc3C2=O)c1C,-0.4,0.1,0.3,1.1,-1.9,0.5,104.0,-2.4,-1.2,3.2
CCOC(=O)N1CCN(C(=O)c2ccc3c(=O)n(CCC4=CCCCC4)c(=S)[nH]c3c2)CC1,-2.8,0.1,14.5,0.7,-6.4,0.3,102.0,7.8,-1.1,-1.3
CC1CCc2sc(C(=O)N/N=C/c3ccc([N+](=O)[O-])cc3)cc2C1 (configuration not stated),0.8,-0.3,-2.1,1.0,1.5,-2.5,104.0,5.1,-0.3,0.5
COc1ccc(C(=O)NC(=S)NNC(=O)c2ccccc2C)cc1,0.9,0.2,0.2,7.0,-9.9,8.7,84.0,4.1,-1.8,0.0
Cc1csc(=O)n1CCC(=O)N(C)Cc1c(F)cccc1Cl,-1.2,0.1,4.4,-0.5,3.4,2.5,96.0,-0.8,-0.6,2.0
CC(C(=O)Nc1ccccc1)c1ccc(-c2ccccc2)c(F)c1 (configuration not stated),-2.5,7.1,4.5,7.8,2.4,-10.4,115.0,-0.2,-0.4,-24.4
CCn1c(-c2ccccc2)c[nH]c1=S,2.1,0.4,0.5,0.9,-17.0,3.3,97.0,8.0,-0.3,0.9
CC(=O)N[C@@H](CS)C(=O)O,1.6,-0.1,10.0,1.7,-5.0,-7.4,95.0,0.2,0.1,1.1
C=CCn1c(NC(=O)CC)c(C(=O)OCC)sc1=S,-0.8,0.3,13.4,-0.5,6.5,0.9,106.0,5.2,-0.3,5.4
CCn1c(Cc2cccn2C)nnc1SCC(=O)c1ccc(C)cc1,-0.9,-0.1,-2.8,2.5,2.8,-2.8,96.0,-4.8,-1.5,2.1
O=C(COC(=O)c1cnccn1)c1ccc(C2CCCCC2)cc1,2.2,0.0,8.6,-1.5,1.5,2.0,83.0,-1.0,-0.3,?
CCOC(=O)CC(NS(=O)(=O)c1ccc(OC)c(OC)c1)c1cccc([N+](=O)[O-])c1 (configuration not stated),1.6,0.2,10.6,-3.4,2.2,4.2,99.0,-5.8,-1.4,14.9
COc1cccc(NC(=S)N(CCCN2CCOCC2)C(C)c2cc3cccc(OC)c3o2)c1 (configuration not stated),0.2,0.0,2.3,0.3,0.6,5.0,96.0,-3.9,-0.9,8.1
O=C(N/N=C/c1ccoc1)c1ccccc1,1.8,-0.5,6.4,-1.0,-3.5,2.8,97.0,-7.2,-1.2,11.2
CC(C)CC1(C)N=C(c2ccccc2)C(=S)N1 (configuration not stated),0.6,-0.1,0.8,0.3,2.4,5.8,91.0,7.5,0.3,7.0
Cc1c(NC(=O)c2ccc(F)c(S(=O)(=O)N3CCOCC3)c2)c(=O)n(-c2ccccc2)n1C,-1.6,-0.1,6.4,1.1,5.0,-5.2,99.0,6.5,4.0,·
Cc1ccc(C(C(=O)NC2CCCCC2)N(Cc2cccnc2)C(=O)c2csnn2)cc1 (configuration not stated),3.1,0.0,16.2,-6.2,-7.3,5.9,98.0,-4.2,0.5,-2.8
COc1cccc(NC(=O)N2CCCC2C(=O)NC(C)C)c1 (configuration not stated),-2.1,0.2,-3.1,-0.8,-4.8,-5.8,98.0,-1.3,-0.5,27.6
O=c1c2ccccc2nc2n1C(CBr)CN2 (configuration not stated),0.9,0.0,27.5,1.2,5.5,2.1,100.0,-7.0,0.4,-1.8
CC(NC(=O)c1cc2ccccc2oc1=O)c1ccccc1 (configuration not stated),2.7,-0.1,-1.0,-7.3,4.5,-1.5,99.0,-0.3,-2.0,0.8
Cc1ccc(N(CC(=O)N2CC(=O)Nc3ccccc32)S(=O)(=O)c2ccc3c(c2)OCCO3)cc1,-0.1,1.1,-4.8,3.5,-0.4,16.5,99.0,6.2,2.8,-2.7
Cn1c(=O)c2ccccc2n(Cc2ccccc2F)c1=O,-2.2,0.3,1.3,1.0,5.6,6.5,93.0,6.9,-0.2,-4.0
COC(=O)/C=C/c1ccc2c(c1)S(=O)(=O)N(c1cccc(OC)c1)[C@H]2CC(=O)OC,1.3,0.2,4.5,-3.6,-17.9,-9.0,95.0,-7.4,0.5,-4.8
CNC(=S)Nc1ccc(C(N)=O)cc1,-0.3,0.2,-5.5,-0.9,1.4,-0.5,104.0,0.1,-1.6,-4.4
COc1ccc2[nH]c3c(c2c1)CCN1C(=O)C(CC(=O)NCCCn2ccnc2)C[C@H](C(=O)N2CCCCC2)[C@@]31C (some centres not stated),2.1,-0.1,0.1,1.6,-43.0,7.1,97.0,1.7,-1.1,-6.6
N/C(=N\OC(=O)CCCOc1ccc(Cl)cc1Cl)c1ccccn1,-0.6,1.1,4.0,1.5,3.2,1.2,95.0,8.4,1.9,2.0
O=C1/C(=C/c2cccs2)Cc2ccccc21,3.0,-0.1,-2.4,1.3,-2.8,-0.9,88.0,7.0,-0.9,29.1
COc1cccc(C2C(C(C)=O)=C(O)C(=O)N2Cc2ccco2)c1 (configuration not stated),0.8,0.2,2.4,-1.2,-8.0,-5.0,89.0,-5.9,-0.3,0.5
CN(C)c1ccc(C(=O)Nc2nnc(-c3ccc(Cl)cc3)o2)cc1,2.6,0.0,5.3,4.3,-7.5,8.6,100.0,7.4,-2.2,12.6
O=C(Nc1ccncc1)c1cc(S(=O)(=O)N2CCOCC2)ccc1Cl,-0.7,0.3,0.2,-7.3,-0.4,-1.6,103.0,-3.9,-3.1,-13.2
Cc1cc(C)c2cc(C#N)c(NCCCNC(=O)CCC(=O)O)nc2c1,1.1,-0.2,-0.8,-2.9,8.0,-6.6,93.0,1.7,-2.6,18.0
C#CCSc1n[nH]c(-c2ccco2)n1,-0.2,0.0,8.2,5.1,2.1,4.7,174.0,-2.4,-0.3,-6.4
CC(C)C(=O)Nc1ccc(N2CCCC2)cc1,3.7,-0.3,-7.5,2.1,-4.8,-2.0,111.0,-4.3,-0.2,3.4
Cc1ccccc1NC(=O)NNC(=O)CCc1ccccc1,·,-0.1,-3.4,15.6,1.5,-0.2,86.0,0.2,-4.3,·
COc1cc(CNCCc2ccccc2F)ccc1OCC(=O)N1CCCCC1,-0.3,0.4,-5.8,5.4,-5.2,-1.9,102.0,-5.1,-1.4,2.6
Cc1ccccc1NS(=O)(=O)c1ccc(C(=O)N2CC(C)OC(C)C2)cc1 (configuration not stated),1.3,0.2,-1.4,1.8,-23.0,1.9,101.0,-1.4,-1.7,-3.1
CCOC(=O)Cc1csc(NC(NC(=O)OCC)(C(=O)OCC)C(F)(F)F)n1 (configuration not stated),0.4,0.1,0.1,-4.9,3.9,-1.9,87.0,11.5,1.4,0.1
CC(C)c1csc(CN2CCN(CCc3ccccc3)C(CCO)C2)n1 (configuration not stated),-1.3,0.1,-3.1,-2.3,-8.4,-3.9,105.0,-0.1,-0.5,·
CCOC(=O)c1nnn2c1nc(N(CC)CC)c1ccccc12,-0.6,0.0,-2.5,74.1*,0.0,-7.2,99.0,-1.3,-0.7,-6.0
CCCN(CC(=O)Nc1ccccc1OC)C(=O)CNC(=O)c1ccc(C)s1,2.1,0.0,3.5,-1.7,-7.7,0.0,92.0,3.4,-3.4,-15.2
CCOc1ccccc1CN1CCC(CO)(CCOc2ccccc2)CC1,-0.5,0.0,3.9,-0.2,-3.4,2.7,120.0,10.7,-0.9,-3.3
O=C(COc1ccc(Cl)cc1)NCC(=O)N/N=C/c1cccs1,0.5,0.6,5.7,-1.9,5.1,9.5,102.0,4.0,-0.4,-2.1
COc1ccc(OC)c(C(c2c(C)[nH][nH]c2=O)c2c(C)[nH][nH]c2=O)c1,-0.5,0.2,9.9,5.4,-3.8,-12.3,102.0,12.0,-1.0,-2.5
CCCCC(=O)N/N=C/c1sccc1C,1.5,-0.3,16.0,-2.7,8.0,2.4,102.0,1.4,-1.4,-3.7
CC(C)CC(COCc1ccc(C(F)(F)F)cc1)N1CCN(C(=O)c2ccc(C(F)(F)F)cc2)CCC1=O (configuration not stated),-5.4,1.1,7.2,-18.7,-5.5,14.3,104.0,1.0,0.9,-1.4

# Three structures out of the list, ordered by SMILES length, ascending.
SMILES,Glyco luc inh,aDG glyco up,MC4R antag cAMP,Granule exo inh,NOD2 RIPK2 PPI,ABHD5 PLIN5 PPI,ABCB6 inh 2,TLR9-MyD88 block,MC4R ag barr,Vif imaging
Cc1cc(C)c2cc(C#N)c(NCCCNC(=O)CCC(=O)O)nc2c1,1.1,-0.2,-0.8,-2.9,8.0,-6.6,93.0,1.7,-2.6,18.0
COC(=O)/C=C/c1ccc2c(c1)S(=O)(=O)N(c1cccc(OC)c1)[C@H]2CC(=O)OC,1.3,0.2,4.5,-3.6,-17.9,-9.0,95.0,-7.4,0.5,-4.8
CC(C)CC(COCc1ccc(C(F)(F)F)cc1)N1CCN(C(=O)c2ccc(C(F)(F)F)cc2)CCC1=O (configuration not stated),-5.4,1.1,7.2,-18.7,-5.5,14.3,104.0,1.0,0.9,-1.4

# This is a subset; count on the stated rates, not on these rows.
